# From PubChem
# mouse EphA4 binding = inhibitors of EphA4 binding to KYL peptide, primary screen, biochemical, colorimetric, mouse EphA4 (AID 689) | EphA4-AP binding to KYL peptide, pNPP A405; higher % means a stronger effect | inhibition, % at 10 µM; hits with a dose series show IC50 in µM | 0.1% of 62,000 active; in the data active = a potency from the dose series; inactive = the rest, 99 in 100 with inhibition below about 22%
# An asterisk follows results filed as active; & = joins results of further samples. Not all compounds are listed (hit frequency here may not be typical).
SMILES,mouse EphA4 binding
O=C(NCC1COc2ccccc2O1)c1ccc(Cl)cc1 (configuration not stated),3%
O=C(O)CCCC(=O)Nc1ccc(Cl)c(Cl)c1,-1%
CCOC(=O)c1c(-c2ccc(Cl)cc2)csc1NC(=O)c1ccccc1OC,-16%
COc1ccc(Cl)cc1S(=O)(=O)n1cnc2ccccc21,8%
CN(Cc1cc(=O)[nH]c2ccccc12)C(=O)c1ccccc1,-18%
CSCCOC(=O)C1=C(C)NC(=O)NC1c1ccc(O)c([N+](=O)[O-])c1 (configuration not stated),-8%
O=C(CC1S/C(=N\N=C\c2ccccc2)NC1=O)Nc1ccccc1Br (configuration not stated),-4%
Fc1ccc(CN2CCCCCCC2)cc1F,-5%
COc1cccc(NC(=O)Cn2cc3c(n2)CCCCC3)c1,7%
Cc1nn2c(-c3ccccc3)c(-c3ccccc3)nc2[nH]c1=O,-3%
COCON1C(=O)CN(C(C)=O)C1c1ccc(Cl)cc1Cl (configuration not stated),39%
Cc1ccc(-c2noc(COc3ccc4ccccc4c3)n2)cc1,10%
COc1ccc(NC(=O)NS(=O)(=O)c2ccc(C)cc2)c(OC)c1,-8%
Cc1cc(C)nc(/N=C(/N)Nc2ccc(C)c([N+](=O)[O-])c2)n1,-1%
Cc1ccc(C(=O)Cn2c(NCCO)nc3ccccc32)cc1,-8%
COc1cccc(/C=C2/C(=O)NC(=O)N(c3cc(C)cc(C)c3)C2=O)c1O,-9%
O=C(NC(NC(=S)Nc1ccccc1)C(Cl)(Cl)Cl)c1ccccc1F (configuration not stated),-12%
CCCNC(=O)c1cc(C)no1,-7%
CCOC(=O)C1CCCN(CCC(=O)Nc2c(C(=O)OC)[nH]c3cc(OC)ccc23)C1 (configuration not stated),-6%
COC(=O)Cc1ccc(NC(=O)c2ccc(C)c(C)c2)cc1,4%
CCCCCCCCC(=O)N/N=C/c1cccc(Br)c1,5%
Fc1ccc(Nc2nc(-c3ccncc3)nc3ccccc23)cc1F,-13%
Ic1cccc(/C=N/n2cnnc2)c1,0%
COc1ccc(C2c3c(oc4ccccc4c3=O)C(=O)N2c2ccccn2)cc1 (configuration not stated),-16%

# An excerpt from above in order of heavy-atom count, descending.
SMILES,mouse EphA4 binding
CCOC(=O)C1CCCN(CCC(=O)Nc2c(C(=O)OC)[nH]c3cc(OC)ccc23)C1 (configuration not stated),-6%
O=C(NC(NC(=S)Nc1ccccc1)C(Cl)(Cl)Cl)c1ccccc1F (configuration not stated),-12%
COC(=O)Cc1ccc(NC(=O)c2ccc(C)c(C)c2)cc1,4%

# (next part)
SMILES,mouse EphA4 binding
CCOC(=O)N1CCC(NC(=O)CSCc2nc(-c3ccc(OC)c(OC)c3)oc2C)CC1,-6%
CCOC(=O)N/N=C/c1ccc(F)cc1,2%
CCN(CC)c1cccc(OCC(=O)N(C)CCC#N)c1,-2%
O=C1CSC(c2ccc3c(c2)OCO3)N1c1ccc(Oc2ccccc2)cc1 (configuration not stated),-6%
Cc1ccc(NC(=O)C2CCN(C(=O)NC3CCCCC3)CC2)cc1Cl,1%
CC1(C(=O)NC2CCCC2)CCC(=O)N1CCC1=CCCCC1 (configuration not stated),-9%
CC(=O)c1cc(F)c(N2CCN(C(=O)C(C)(C)C)CC2)cc1C,6%
CCC(C)C(NC(=O)OC(C)(C)C)C(=O)NCc1ccco1 (configuration not stated),-8%
Cc1cc(C)c2c(-n3cccc3)c(C(=O)NNS(=O)(=O)c3ccc(F)cc3)sc2n1,-6%
COc1ccc2[nH]c(C)c(C(=O)CN(C)C)c2c1,7%
COc1ccc(NS(=O)(=O)c2ccc(-n3nnc4ccccc43)c([N+](=O)[O-])c2)cc1,-3%
Cn1c(-c2ccccc2)cnc1SCC(N)=O,-15%
Cc1cc2nc(Nc3nc4ccccc4c(=O)[nH]3)nc(C)c2cc1C,-5%
O=C(O)CCSc1ccc2ccccc2n1,-6%&-10%
O=C(Nc1ccccc1)Nc1nnc(SCc2ccc(F)cc2)s1,2%
O=S(N1CCCCCC1)C12CC3CC(CC(C3)C1)C2 (configuration not stated),-2%
CC1(C)CC(=O)NC=C(c2ccccc2)C1,-13%
CCc1ccc(NC(=O)CSc2nc3ccccc3c(=O)n2CCN2CCOCC2)cc1,-3%
CC(C)(C)OC(=O)Cn1c(=O)cnc2ccccc21,-1%
COc1ccccc1Nc1nc2c(C)cccc2cc1C#N,-3%
Cc1cccc(C)c1NC(=O)CSCC(=O)O,-11%
O=C(Nc1ncc(Cc2cc(Cl)ccc2Cl)s1)c1ccccc1Br,-5%
O=c1c2c([nH]c3ccccc13)CCCC2,6%
COc1ccc(Cl)cc1Nc1nc(-c2sc(NC(=O)c3ccco3)nc2C)cs1,3%
COc1cccc(CN(C)C(=O)c2ccc3nccnc3c2)c1,-14%
CC1CC(Nc2ccccc2)c2ccccc2N1C(=O)c1ccc(NS(C)(=O)=O)cc1 (configuration not stated),-6%
CCOC(=O)Cc1cc(=O)c2c(=O)n(-c3ccccc3)[nH]c2[nH]1,-5%
CC(C)CCNC(=O)C12CN(Cc3ccccc3)CC1C(c1cccc([N+](=O)[O-])c1)=NO2 (configuration not stated),-6%
COCCN(C(=O)c1cccc(OC)c1)c1nnc(-c2ccncc2)s1,1%
O=C(Nc1nnc(C23CC4CC(CC(C4)C2)C3)s1)c1cccs1,-3%
COc1ccc(/C=C2\CN(Cc3ccccc3)C/C(=C\c3ccc(OC)cc3OC)C2=O)c(OC)c1,12%
Cc1nn2c(-c3ccc(Cl)cc3Cl)nnc2s1,-9%

# In another format: entries from further up
> COc1cccc(CN(C)C(=O)c2ccc3nccnc3c2)c1
  mouse EphA4 binding = -14%

> CC1CC(Nc2ccccc2)c2ccccc2N1C(=O)c1ccc(NS(C)(=O)=O)cc1 (configuration not stated)
  mouse EphA4 binding = -6%

# (list continues)
SMILES,mouse EphA4 binding
CN(C)c1nn(C(=O)Nc2ccc(Cl)cc2Cl)cc1-c1ccccc1,12%
O=C(Nc1cccc2nsnc12)c1ccc(Br)o1,18%
Cc1cccc(NC(=O)CSc2nc(C)nc3c2c(=O)n(C)c(=O)n3C)c1,-5%
Cc1ccc(N2CC(C(=O)Nc3ccc(C)c(C)c3)CC2=O)cc1 (configuration not stated),-7%
Cc1ccc(-c2cc(NC(=O)COc3ccccc3)n[nH]2)cc1,11%
C=CCN1C(=O)C2C(C(=O)NCc3ccccc3)C3C=CC2(O3)C1C(=O)NC(C)(C)C (configuration not stated),-14%
O=C(Nc1nnc(-c2ccc3c(c2)CCCC3)o1)c1ccccc1Cl,-44%
CC(O)CNc1nc2ccccc2n1CC(=O)NCCc1ccc(Cl)cc1 (configuration not stated),-2%
COc1ccc(NC(=O)CSc2nc(-c3ccccc3)c(-c3ccccc3)o2)cc1,-6%
Cc1ccc(S(=O)(=O)N(C)CC(=O)O/N=C(\N)c2ccccn2)cc1,-7%
COc1ccccc1C(=O)Nc1ccc(I)cc1Cl,2%
COC(=O)c1ccc(CN(Cc2ccc(C(=O)OC)o2)C(C)(C)C)o1,4%
O=C(c1cccs1)c1no[n+]([O-])c1C(=O)c1cccs1,1%
O=C1/C(=C\c2cccc(C(F)(F)F)c2)SC(=S)N1c1ccccc1,-9%
COc1ccc(C2CCCN2C(=O)Nc2ccc(C)c(C)c2)cc1OC (configuration not stated),-4%
COc1cccc(/C=c2\sc3nc(-c4cccs4)nn3c2=O)c1OC,-5%
Cc1cccnc1NC(=S)NC(=O)c1cccs1,-12%
c1ccc(Nc2nnc(CSc3nc4ccccc4s3)s2)cc1,-7%
CN1C(=O)C(=Cc2ccc(OCc3cccc(C(=O)O)c3)cc2)C(=O)N(C)C1=O,-3%
CCOC(=O)CC(NC(=O)c1ccco1)c1ccc(C)cc1 (configuration not stated),-14%
CC(C)C(c1nnnn1Cc1ccccc1)N(Cc1ccco1)Cc1cccs1 (configuration not stated),13%
CCCCOn1c(C)c(C(=O)OCC)c2c3no[n+]([O-])c3ccc21,-18%
COc1cc(C2C(C(=O)Nc3ccc(F)cc3)=C(C)Nc3nc(CCCO)nn32)cc(OC)c1OC (configuration not stated),-5%
CCOC(=O)c1c(-n2c(C)cc(/C=C3\NC(=O)NC3=O)c2C)sc2c1CCCC2,5%
NC(=O)/C=C\C(=O)Nc1cccc(C(F)(F)F)c1,-10%
Cc1ccc(S(=O)(=O)N2CCC(C(=O)N3CCC[C@H]3C(=O)NCc3ccco3)CC2)cc1,10%
CCOc1cccc(CNn2cnnc2)c1OCc1ccccc1Cl,-8%
O=C(C1CC1)N1CCN=C1SCc1ccccc1Cl,-8%
C/C(Nc1ccccc1)=C(/C#N)C(N)=O,-21%
O=C1NCCNC1(c1c[nH]c2ccccc12)C(F)(F)F (configuration not stated),-2%
CCCOC(=O)C1[C@H]2C(=O)N(CC3CCCO3)C[C@]23C=C[C@H]1O3 (some centres not stated),-17%
CN(CC(=O)NC1CCCCCC1)S(=O)(=O)c1ccc2c(c1)n(C)c(=O)c(=O)n2C,-4%
CC(Sc1sc(=S)sc1SC(C)C(=O)O)C(=O)O (configuration not stated),-7%
CCN(CC)CCN1C(=O)C(O)=C(C(C)=O)C1c1ccc(OC)c(OC)c1 (configuration not stated),-4%
Cc1cccc(NC(=S)NC(NC(=O)OCc2ccccc2)C(Cl)(Cl)Cl)c1 (configuration not stated),-3%
COC(=O)CN(C(=S)Nc1ccccc1)C1CC(=O)N(c2ccc(OC)cc2)C1=O (configuration not stated),-1%
CCCCNC(=O)CN1C(=O)C(CC)Oc2ccc(Cl)cc21 (configuration not stated),-11%
O=C(Nc1ccc2nn(-c3ccc(Cl)cc3)nc2c1)c1ccccc1I,2%
CCCC1(CCC)NC(=O)N(CC(=O)Nc2cccc(OC)c2)C1=O,-2%
Cc1ccc(C(C(=O)NC2CCCC2)N(Cc2ccc(F)cc2)C(=O)c2csnn2)o1 (configuration not stated),-6%
COc1ccc(C)cc1NS(=O)(=O)c1ccc(Cl)cc1,1%
Cc1[nH]nc(-c2ccc(OCc3cnn(-c4ccccc4)c3)c(C)c2O)c1Oc1ccccc1,0%
Cn1c(N)c(C(=O)COC(=O)C2(c3ccccc3F)CCCC2)c(=O)n(C)c1=O,-19%
O=C(NCCO)c1cc2c(s1)CCC2,5%
Cc1cc(C)cc(NC(=O)c2ccco2)c1,2%
O=C(Nc1ccc(Cl)cn1)c1ccc2ccccc2n1,-7%
CC1(C)CC(=O)C(C=NCC(N)=O)=C(O)C1,7%
Cc1ccc(NC(=O)Cn2nc(C)c3ccccc3c2=O)cc1F,0%
CCOC(=O)c1oc2nc(C)c3c(c2c1N)CC(C)(C)OC3,-6%
Cc1ccccc1NC(=O)C1CCCN(S(=O)(=O)c2c(C)noc2C)C1 (configuration not stated),-5%
Cn1c(CCN2CCCCC2)nc2cc(NS(=O)(=O)c3ccc(Cl)cc3)ccc21,5%
O=C(CSc1nc2ccccc2c(=O)n1C1CC1)NCc1ccccc1,-11%
CN(C)S(=O)(=O)c1cccc2nsnc12,-32%
CC(C)(C)NS(=O)(=O)c1ccc(OCC(=O)Nc2ccc3c(c2)OCCO3)cc1,8%
CS(=O)(=O)N(CC(=O)N1CCN(c2ccc(F)cc2)CC1)C1CCCCC1,-6%
COc1ccc(C(=O)/C=C/Nc2ccc(NC(C)=O)cc2)cc1,-8%

# Other compounds follow:
SMILES,mouse EphA4 binding
CC1=NC(C(F)(F)F)(C(F)(F)F)C2=C(CC(C)(C)CC2=O)N1Cc1ccco1,-7%
CCOc1ccc(-c2nnc(SCC(=O)Nc3ccc4c(c3)c3ccccc3n4CC)n2N)cc1,8%
CCCCN(CCCC)CP(=O)(c1ccccc1)c1ccccc1,2%
Cc1ccc(/C(O)=C2\C(=O)C(=O)N(c3nncs3)C2c2cccc(Cl)c2)cc1 (configuration not stated),-9%
CC(=O)C(C)Oc1ccc2c3c(c(=O)oc2c1)CCCC3 (configuration not stated),3%
NC(N)=N/N=C/c1ccc(OCc2ccccc2Cl)cc1,-11%
CCOCCCNC(=O)CCCn1nc(C)n2c(cc3sccc32)c1=O,0%
C=CCN(CC=C)C(=O)C1CC(=O)N(c2ccc(Br)cc2)C1 (configuration not stated),-4%&-5%
CCOc1cc(C(=O)N2CCN(C/C=C/c3ccccc3)CC2)cc(OCC)c1OCC,3%
CC(=O)Nc1cccc(N2C(=O)CCC2=O)c1,-9%
CCOC(=O)c1cc(CNC(=O)c2c(C)oc3c2CCCC3)c(C)o1,-4%
CCCN1C(=O)c2ccccc2NC1c1ccc(OC)cc1OC (configuration not stated),-2%
COCCNC(=O)COc1ccccc1Cl,-12%
O=C(NCc1ccco1)c1cc(C(=O)C2CCCCC2)c[nH]1,-13%
Cc1ccc2nsnc2c1NC(=O)c1ccc(-c2ccc([N+](=O)[O-])cc2)o1,6%
Cn1cnnc1SCC(=O)OCN1C(=O)c2ccccc2C1=O,-8%
O=C(Nc1ccccn1)c1c(O)c2cccc3c2n(c1=O)CCC3,-2%
O=C(CSc1ncn[nH]1)c1ccc(Br)cc1,-8%
Cc1ncoc1C(=O)Nc1cccc(Cl)c1,4%
Cc1cc(C)c(NC(=O)CS(=O)CC(=O)N2CCN(c3ccccc3)CC2)c(C)c1 (configuration not stated),-3%
CNc1nc(Oc2ccc(=O)n(C)n2)nc(N2CCOCC2)n1,-1%
CCOC(=O)c1cc2c(=O)n3ccccc3nc2n(Cc2ccccc2Cl)c1=N,-24%
COC(=O)Oc1cncc(C(=O)O)c1,5%
CC1=C(C(=O)Nc2ccccc2)C(c2cccnc2)n2nc(-c3cccnc3)nc2N1 (configuration not stated),-7%
O=C1CNC(=O)/C1=C/c1ccc(O)cc1,5%
COc1ccccc1-c1nc(-c2ccccn2)no1,-2%
COc1ccc2nc(COC(=O)c3ccco3)c(C(C)=O)[n+]([O-])c2c1,-7%
O=C(CN1C(=O)C2C3C=CC(C3)C2C1=O)N1CC=C(c2ccccc2)CC1 (configuration not stated),-25%
